Assay outcomes: PubChem, several laboratories
PPARg SRC1 recr = PPARgamma-driven SRC-1 recruitment agonism; P37231; PPARgamma-SRC-1 coactivator recruitment biochemical assay; activation, % at 8 µM; 200,000 compounds, 0.41% hits; in the data active means activation above about 19%;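 further: 0% = DMSO and 100% = reference agonist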
Target sequence (P37231 whole entry, looked up): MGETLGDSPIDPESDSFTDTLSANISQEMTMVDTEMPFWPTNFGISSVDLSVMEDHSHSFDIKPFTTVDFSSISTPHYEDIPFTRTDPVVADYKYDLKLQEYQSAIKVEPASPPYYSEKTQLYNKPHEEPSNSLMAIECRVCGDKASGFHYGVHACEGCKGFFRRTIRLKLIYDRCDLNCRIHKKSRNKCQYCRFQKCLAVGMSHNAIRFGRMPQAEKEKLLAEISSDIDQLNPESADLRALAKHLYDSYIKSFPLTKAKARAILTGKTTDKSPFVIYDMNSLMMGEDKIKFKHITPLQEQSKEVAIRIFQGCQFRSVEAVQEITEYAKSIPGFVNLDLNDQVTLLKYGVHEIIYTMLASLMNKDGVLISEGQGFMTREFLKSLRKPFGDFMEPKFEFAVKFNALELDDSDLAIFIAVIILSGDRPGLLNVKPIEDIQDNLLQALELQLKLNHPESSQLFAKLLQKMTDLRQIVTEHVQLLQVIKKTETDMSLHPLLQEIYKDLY
TLR4 MyD88 comp = inhibitors of human TLR4-MyD88 binding. O00206+Q99836. inhibition, % at 8.4 µM. 200,000 compounds, 0.18% hits. HeLa CL3-4 TLR4/MyD88 BLA complementation, FRET ratio; in the data active means inhibition above about 25%;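 further: 0% = vehicle and 100% = reference inhibitor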
S1P3 antag = antagonists of human S1P3 receptor; AID 485; inhibition, % at 4.98 µM; CHO S1P3 NFAT-BLA reporter, FRET fluorescence, antagonist mode; Q99500; 170,000 compounds, 0.27% hits;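 active means inhibition above the plate cutoff, the mean inhibition of test wells on that plate plus 3 SD, cut at about 28% in these data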;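 further: cells challenged with S1P at its EC80 of 0.8 µM; blue over green emission ratio from cleaved BLA substrate after 4 h stimulation; 0% = S1P-stimulated wells and 100% = unstimulated DMSO-only wells; some compounds past the cut are filed as inactive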
ROMK primary = modulates human ROMK potassium channel activity; Tet-inducible ROMK, thallium flux fluorescence; actives lie on both sides; AID 1918; P48048; 130,000 compounds, 2% hits; B-score at 10 µM;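 active means signal ratio slope over the read window, or its plate-corrected B-score, at least 3 SD from the plate mean, either direction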;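 further: B-score of the F/F0 ratio slope over 7 to 12 s after thallium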
Target sequence (P48048 whole entry, looked up): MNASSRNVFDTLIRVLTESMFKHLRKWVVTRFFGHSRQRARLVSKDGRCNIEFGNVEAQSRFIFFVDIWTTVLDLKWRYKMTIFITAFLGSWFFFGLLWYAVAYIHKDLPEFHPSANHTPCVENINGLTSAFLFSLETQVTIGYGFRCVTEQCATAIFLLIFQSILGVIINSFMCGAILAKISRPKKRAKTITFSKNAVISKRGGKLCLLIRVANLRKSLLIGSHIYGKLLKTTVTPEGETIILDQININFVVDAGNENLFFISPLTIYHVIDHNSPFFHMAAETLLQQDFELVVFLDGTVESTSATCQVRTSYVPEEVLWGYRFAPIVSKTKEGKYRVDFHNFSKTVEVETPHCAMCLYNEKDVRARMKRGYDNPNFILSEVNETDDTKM
RAM network inh = blocks the yeast RAM network | 190,000 compounds, 1.8% hits | S. cerevisiae dse1pr::URA3 reporter, 5-FOA growth OD615, 2 d; analog-sensitive cbk1-as2 kinase mutant strain | inhibition, % at 50 µM | AID 868;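 active means inhibition above a set limit, 3 SD over mean compound inhibition, cut at about 8.4% in these data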;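 further: 0% = DMSO-only wells with no growth and 100% = 10 µM 1-NA-PP1 full growth; inhibition rescues growth on 5-FOA so higher OD means more RAM inhibition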
STAT3 act = activators of IL-6 induced STAT3 signaling; U3A cells, IL-6 STAT3-luciferase reporter, luminescence; 100% = signal with IL-6 EC80 alone; activation (% of control), % at 5.6 µM; 190,000 compounds, 0.91% hits;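 active means activation above the screen-wide mean of compound activation plus 3 SD, cut at about 130% in these data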;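 further: 0% = background luminescence of wells with medium and substrate only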
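Material: STAT3-luciferase reporter U3A cells; Probe or stimulus: IL-6 (33 ng/mL); Incubation: compound pre-incubation 1 h before IL-6, then 6 h stimulation at 37 °C; Technique: luminescence from STAT3-driven luciferase reporter; Evaluation: % activation versus median of IL-6-stimulated wells; Controls: IL-6-only high control.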
PPARg SRC-2 ag = PPARgamma-driven SRC-2 recruitment agonism. 200,000 compounds, 0.34% hits. PPARgamma LBD-SRC-2 recruitment, biochemical. AID 1032. activation, % at 8 µM. P37231; in the data active means activation above about 22%;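 further: 0% = vehicle and 100% = reference agonist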
TR-FRET SRC-2 ct = counter-screen for PPARgamma SRC-2 recruitment agonists: TR-FRET artefact. TR-FRET ratio at 8 µM. hits give high values. AID 1049. 200,000 compounds, 0.4% hits; in the data active means TR-FRET ratio above about 2000; further: inactives centre near 1500
PPARg SRC3 recr = agonists of human PPARgamma SRC-3 coactivator recruitment; activation, % at 8 µM; biochemical PPARgamma/SRC-3 coactivator recruitment assay; 200,000 compounds, 0.26% hits; P37231; in the data active means activation above about 23%;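 further: 0% = DMSO and 100% = reference agonist; some compounds past the cut are filed as inactive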
STAT1 inh = STAT1 signaling inhibition. NIH 3T3 STAT1-luciferase reporter, IFN-gamma, luminescence. AID 920. inhibition, % at 5.5 µM. 200,000 compounds, 0.35% hits;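 active means inhibition above a set limit, the mean inhibition across all tested compounds plus 3 SD, cut at about 34% in these data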;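 further: 0% = IFN-gamma with DMSO and 100% = IFN-gamma with 300 µM nifuroxazide; values of inactives mirror those of a sister screen read the other way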
STAT3 inh = inhibitors of IL-6 induced STAT3 signaling; U3A cells, IL-6 STAT3-luciferase reporter, luminescence; host cell line lacks STAT1; inhibition, % at 5.5 µM; 190,000 compounds, 0.89% hits;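 active means inhibition above the mean inhibition across all screened compounds plus 3 SD, cut at about 44% in these data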;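 further: 0% = DMSO only wells and 100% = 100 µM nifuroxazide control wells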
An asterisk follows results filed as active; nt = not tested or not shown.

cpd	mol	PPARg SRC1 recr	TLR4 MyD88 comp	S1P3 antag	ROMK primary	RAM network inh	STAT3 act	PPARg SRC-2 ag	TR-FRET SRC-2 ct	PPARg SRC3 recr	STAT1 inh	STAT3 inh
1	Cc1ncsc1C(=O)N1N=C2/C(=C/c3ccc(N4CCOCC4)cc3)CCCC2C1c1ccc(N2CCOCC2)cc1 (configuration not stated)	-1	-8	nt	nt	1.7	109	1	1564	6	-3	-5
2	CCOc1ccccc1Oc1coc2cc(OC(=O)c3ccco3)ccc2c1=O	2	-8	-10	nt	0.3	105	5	1490	6	9	-2
3	COc1cccc(/C=C(\C#N)C(=O)NC2CCS(=O)(=O)C2)c1 (configuration not stated)	-2	-5	2	nt	3.3	88	4	1640	9	10	10
4	COc1ccc(CN2C(=O)[C@@H]3C(c4ccccc4Cl)=NO[C@@H]3C2=O)cc1	-7	-11	1	0.29	2.9	102	-3	1296	-10	-8	1
5	O=C(Nc1cccc(-c2cnc3ccccc3n2)c1)c1ccc(Cl)cc1	-6	-2	nt	0.046	4.5	101	-2	1376	0	1	6
6	CCCOC(=O)CCCC[C@H]1SC[C@@H](NC(=O)OC)[C@H]1NC(=O)OC	0	1	nt	nt	0.9	104	0	1508	-2	4	-2
7	Oc1ccccc1N1CCN(c2ncccn2)CC1	-3	8	nt	0.5	1.1	82	6	1559	5	-3	21
8	CCOC(=O)c1cn(CC(=O)Nc2ccc(OC)cc2OC)nn1	2	3	7	-0.92	-1.1	94	1	1554	0	8	18
9	COc1cc2c(C(=O)N3CCN(c4ccccc4)CC3)c(C)oc2cc1Br	2	-6	nt	-2.8	0.3	103	0	1381	-2	3	-1
10	Cc1nc(CSc2ccc(Cl)cc2)cc(N2CCOCC2)n1	-6	3	nt	nt	0.4	95	0	1293	-3	-10	7
11	COC(=O)c1[nH]c(C)c(/C(O)=C2\C(=O)C(=O)N(CCN3CCOCC3)C2c2cccnc2)c1C (configuration not stated)	2	3	nt	2	2.7	138*	8	1378	15	-3	-42
12	COc1ccc(-c2nn(-c3ccccc3)cc2/C=N/N2C(=O)CSC2=S)cc1	5	2	nt	nt	5.1	106	5	1519	15	-9	-5
13	COCC(=O)Nc1ccc(C(N)=O)cc1	-1	16	22	0.19	-0.7	93	3	1454	-5	4	12
14	CC(=O)c1c(C)nc(-c2ccc3c(c2)OCO3)n1O	2	-5	-1	-0.25	0.9	101	12	1599	-3	0	1
15	CC1=CC(C)(C)NC(=S)N1c1cccc2ccccc12	7	-9	nt	1.3	3.4	94	6	1575	8	5	9
16	COc1ccccc1NCC(=O)n1nc(C)cc1C	2	9	-17	nt	1.2	93	0	1635	3	-2	11
17	CN(C)S(=O)(=O)c1ccc(NC(=O)COc2ncnc3sccc23)cc1	7	-7	-1	0.48	-0.1	101	-3	1645	5	-3	7
18	CC1CC(CCC(=O)NC(=S)Nc2ccc(S(N)(=O)=O)cc2)C(=O)O1 (configuration not stated)	2	-8	-14	0.99	2.2	102	-6	1514	1	-8	6
19	CC(C)C[C@H](NC(=O)c1nc[nH]c1C(=O)N(C)Cc1ccccc1)C(=O)OC(C)(C)C	13	-25	-5	nt	-0.3	nt	6	1682	-6	3	nt
20	COc1ccc(N(C(=O)Cn2cnc3ccccc32)C(C(=O)NC2CCCCC2)c2ccccc2)cc1 (configuration not stated)	12	2	nt	nt	0.5	100	20	1513	2	-7	3
21	O=C(NCc1cccnc1)c1cc(Cl)ccc1[N+](=O)[O-]	-3	-6	-1	1.1	4.2	82	8	1613	1	6	20
22	COCCN1CCN(c2c3c(nc4cc(-c5cccc(F)c5)nn24)CCC3)CC1	1	5	nt	nt	0.2	92	0	1324	-3	0	11
23	O=C1CCCC2=C1C(c1cccc(Br)c1)n1nc(-c3ccco3)nc1N2 (configuration not stated)	1	-9	-9	nt	nt	95	7	1563	15	5	11
24	CCOC(=O)C1=C(c2ccc(OC)cc2)C(=O)c2ccccc2C1=O	9	4	1	nt	2.1	97	1	1588	-3	1	-2
25	Cc1ccc(S(=O)(=O)NCCSc2nnnn2-c2cc(C)ccc2C)cc1	1	1	9	-1.4	10*	95	2	1601	5	-3	8
26	O=C(Cn1cnc2scc(-c3ccc(F)cc3)c2c1=O)N1CCOCC1	11	-8	nt	1.1	0.1	99	-1	1597	3	1	8
27	CN(C)CCNC(=S)Nc1ccccc1Cl	8	-10	-7	0.021	1.5	96	-4	1556	-1	-8	2
28	O=C(c1ccc2c3c(cccc13)CC2)C1CCCN(Cc2ccc(OCCO)cc2)C1 (configuration not stated)	5	7	-7	-0.069	0.9	102	-4	1289	-2	2	-1
29	CC(C)[C@H](NC(=O)c1cccc(S(=O)(=O)N2CCOCC2)c1)C(=O)Nc1nc2ccccc2s1	4	4	3	-1.2	4.3	97	-7	1612	4	-17	1
30	c1ccc(CCc2ccccc2-c2nc(-c3cccnc3)no2)cc1	-5	3	7	0.28	1.6	92	3	1526	-5	-1	12
31	CCOc1ccc(OCC)c(NC(=O)C2CCN(S(=O)(=O)c3cnc[nH]3)CC2)c1	-2	2	-38	0.017	2.2	95	5	1566	15	3	10
32	C[N+](C)(C)CCCNC(=O)c1ccc(/C=N/O)nc1	3	8	14	0.36	-0.2	99	1	1584	6	-3	12
33	Cc1ccccc1C(=O)NCC(=O)NNC(=S)NC(=O)c1ccccc1C	5	-1	-20	-0.03	1.1	102	2	1458	-2	0	-1
34	O=[N+]([O-])c1nn(-c2ccccc2)n(O)c1=NC1CCN(Cc2ccccc2)CC1	4	2	5	1.2	1.3	97	6	1631	0	-5	5
35	Cc1[nH]c2ccccc2c1/C=N/NC(=O)CNC(=O)c1ccc2c(c1)OCO2	6	-3	-22	nt	-0.1	102	12	1795	3	4	0
36	Cc1cccc2sc(NC(=O)c3ccc(NS(=O)(=O)c4cccs4)cc3)nc12	5	-6	-4	0.16	3.0	106	-1	1562	2	-10	-10
37	Cc1cc(C)cc(NC(=O)CN2C(=O)NC(C)(c3ccccc3)C2=O)c1 (configuration not stated)	8	9	nt	nt	0.1	102	-4	1567	15	1	1
38	C/C(=N/NC(=O)c1ccco1)c1cccc(NC(=O)c2ccc(C)o2)c1	-1	22	nt	nt	1.6	97	1	1422	1	-8	5
39	O=C(NC1CCCCC1)C(c1ccncc1)N(Cc1ccc2c(c1)OCO2)C(=O)c1cnsn1 (configuration not stated)	1	4	nt	-0.074	0.0	103	7	1438	-15	2	-3
40	COc1ccccc1CCN=C(N)NS(=O)(=O)c1ccc(C)cc1	8	2	-7	-1.2	0.7	100	1	1702	3	9	7
41	COc1ccccc1NC(=S)N1CCCC1	10	-1	1	1.6	0.3	89	6	1534	2	4	14
42	CCCCNS(=O)(=O)c1ccc(OC)c2ncccc12	3	14	-21	1	2.2	93	12	1416	-5	2	12
43	CN1CCN(CC(=O)Nc2nc(-c3ccccc3)cs2)CC1	3	-10	nt	-0.34	1.2	100	2	1497	6	4	8
44	CCCCNC(=O)/C(C#N)=c1\s/c(=C\c2ccccc2OC(F)F)c(=O)n1CCCOC	-6	-3	-8	nt	9.2*	107	0	1552	2	-6	-13
45	Cc1c(C(=O)NCc2n[nH]c(=S)n2-c2ccc(F)cc2)cccc1[N+](=O)[O-]	0	3	-3	nt	0.1	105	3	1663	4	0	-3
46	CCOC(=O)c1sc(NC(=O)c2ccncc2)nc1C	-6	1	nt	nt	0.2	95	-11	1493	2	-7	10
47	Cc1ccc2nc(-c3cccc(Br)c3)cc(C(=O)NC3=NCCS3)c2c1	8	-18	2	-0.017	2.7	94	-2	1644	2	-18	12
48	O=C(Nc1cccc(F)c1)c1c(O)c2cccc3c2n(c1=O)CCC3	2	-5	6	-0.21	1.5	142*	3	1580	-4	4	-46
49	O=C(OCC(=O)N1CCN(c2ccccc2)CC1)C1=COCCO1	4	10	-6	nt	1.4	105	12	1534	14	-3	2
50	O=C(CCCN1C(=O)c2cccc3cccc(c23)C1=O)N1CCN(c2ccccn2)CC1	0	2	-4	1.2	0.5	88	7	1540	6	0	18
51	Cc1cccc2sc(NC(=O)Cn3cccc3)nc12	5	-21	-30	nt	1.6	77	4	1465	0	6	32
52	OCCN1CCN(C(=S)NC2CCCC2)CC1	4	-3	-17	-0.74	1.6	104	6	1642	3	8	5
53	CCCCSc1nc2c(cc1C#N)CCC2	-2	5	6	0.064	3.5	113	17	1589	10	-3	-11
54	Nn1c(-c2ccccn2)nnc1-c1ccccn1	0	1	8	nt	0.6	94	0	1651	-3	-27	13
55	O=c1c2ccccc2nc(SCc2nnc(-c3ccccc3)o2)n1-c1ccc(F)cc1F	-9	-5	-45	nt	4.5	96	-3	1549	-3	-2	10
56	COc1ccc(N(/N=C2\Sc3ccccc3C2=O)C(C)=O)cc1	4	-3	-4	0.53	3.5	100	17	1702	9	-55	6
57	Cc1c(NP(=O)(Oc2ccccc2F)Oc2ccccc2F)c(=O)n(-c2ccccc2)n1C	0	6	0	0.51	0.4	100	5	1525	3	-7	-2
58	CSc1nc2c(c(=O)[nH]1)C(c1cccc(Cl)c1Cl)CC(=O)N2 (configuration not stated)	7	14	-4	-0.18	5.9	105	5	1628	4	3	2
59	CCOC(=O)c1cccc(S(=O)(=O)N(CCO)Cc2cc3cc(OC)ccc3[nH]c2=O)c1	-5	6	-1	nt	3.7	98	-1	1669	0	-6	7
60	COCCNC(=S)Nc1ccc2[nH]c(=O)[nH]c2c1	-2	12	-23	1.8*	2.0	107	5	1407	-1	0	-3

Later entries
cpd	mol	PPARg SRC1 recr	TLR4 MyD88 comp	S1P3 antag	ROMK primary	RAM network inh	STAT3 act	PPARg SRC-2 ag	TR-FRET SRC-2 ct	PPARg SRC3 recr	STAT1 inh	STAT3 inh
61	CCOC(=O)C1=C(N)N(c2ccccc2)C2=C(C(=O)CCC2)C1c1cccnc1 (configuration not stated)	2	3	-6	0.016	1.3	106	-2	1577	9	-3	-2
62	Cc1ccc(C)c(CSc2nnc(C)c(=O)n2N)c1	2	-8	12	0.99	-0.3	99	6	1785	1	3	9
63	C=CCC1(CC=C)CCCN1C(=O)CC1C(=O)NCCN1Cc1ccc(OC)c(OC)c1 (configuration not stated)	10	1	-12	0.16	-0.7	100	8	1464	-1	3	1
64	O=[N+]([O-])c1ccc(-c2nc(-c3cccs3)c(-c3cccs3)[nH]2)cc1	7	28*	nt	nt	3.5	94	10	1801	3	5	11
65	Cc1ccc(N2C(=O)CC(NCc3ccc4c(c3)OCO4)C2=O)cc1Cl (configuration not stated)	2	8	5	nt	3.6	105	3	1335	-3	-12	3
66	ONC(=Nc1ccccc1)C(=Nc1ccccc1)NO	2	14	nt	0.12	0.1	105	-4	1545	7	-4	1
67	N#Cc1ccccc1NC(=O)c1cc(=O)c2ccccc2o1	3	-11	9	0.27	4.9	91	-2	1560	5	-22	20
